PGC1a acetyl inh = lowers PGC1a acetylation signal in U2OS cells; AlphaScreen anti-acetyl-lysine; with virally co-expressed GCN5 acetyltransferase; inhibition, % at 15.6 µM; 350,000 tested, 0.17% active;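 active means every replicate shows inhibition of at least 40%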;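 further: 0% = neutral control wells and 100% = positive control wells; some results beyond the cut were filed as inactive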
PglD inh = inhibitors of Campylobacter jejuni PglD acetyltransferase; purified PglD enzyme, DTNB colorimetric CoA detection; AID 602405; inhibition, % at 12.5 µM; 360,000 tested, 0.098% active; in the data active means inhibition above about 16%, passing the limit was not always enough; further: strong numbers were not always called active
RAD52 anneal inh = inhibitors of human RAD52 DNA annealing; recombinant RAD52 DNA annealing, FRET fluorescence; 360,000 tested, 0.46% active; inhibition, % at 18.7 µM;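 active means every replicate showing at least 50% inhibition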
Target sequence (P43351 whole entry, looked up): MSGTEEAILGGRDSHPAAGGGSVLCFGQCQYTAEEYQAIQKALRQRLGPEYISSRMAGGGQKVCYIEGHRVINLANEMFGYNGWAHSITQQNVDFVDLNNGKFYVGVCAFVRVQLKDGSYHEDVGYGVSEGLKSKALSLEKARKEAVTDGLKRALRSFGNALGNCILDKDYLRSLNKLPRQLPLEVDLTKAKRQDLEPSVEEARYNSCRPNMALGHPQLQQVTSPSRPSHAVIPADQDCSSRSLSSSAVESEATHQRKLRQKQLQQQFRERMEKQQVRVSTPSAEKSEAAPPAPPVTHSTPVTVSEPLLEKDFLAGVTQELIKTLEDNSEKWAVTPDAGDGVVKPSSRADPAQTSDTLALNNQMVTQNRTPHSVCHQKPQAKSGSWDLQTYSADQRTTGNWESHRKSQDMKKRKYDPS
miR-122 sensor = inhibitors of miR-122 in Huh7 cells. Huh7 miR-122 Renilla luciferase sensor, 48 h; neutral wells = 0, positive control = 100. activation (reporter increase), % at 12.5 µM. 340,000 tested, 0.3% active;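 active means mean replicate activation score at least 90 and every replicate individually at or above 90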;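 further: higher luciferase means less miR-122 activity so hits act as miR-122 inhibitors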
E-sel inducer = induces E-selectin expression in human endothelial cells. P16581. HUVEC E-selectin immunofluorescence imaging; normalized: neutral wells 0, TNF-alpha wells 100. activation, % at 7.58 µM. 260,000 tested, 0.37% active. AID 686992;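 active means mean E-selectin-positive cell signal at least 10% of the positive control, reached in at least 60% of replicates, without over 20% cell loss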;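 further: in these data hits start at about 27%; measured in HUVEC primary endothelial cells; signal is the percent of cells scored E-selectin positive by PE staining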
Target sequence (P16581 whole entry, looked up): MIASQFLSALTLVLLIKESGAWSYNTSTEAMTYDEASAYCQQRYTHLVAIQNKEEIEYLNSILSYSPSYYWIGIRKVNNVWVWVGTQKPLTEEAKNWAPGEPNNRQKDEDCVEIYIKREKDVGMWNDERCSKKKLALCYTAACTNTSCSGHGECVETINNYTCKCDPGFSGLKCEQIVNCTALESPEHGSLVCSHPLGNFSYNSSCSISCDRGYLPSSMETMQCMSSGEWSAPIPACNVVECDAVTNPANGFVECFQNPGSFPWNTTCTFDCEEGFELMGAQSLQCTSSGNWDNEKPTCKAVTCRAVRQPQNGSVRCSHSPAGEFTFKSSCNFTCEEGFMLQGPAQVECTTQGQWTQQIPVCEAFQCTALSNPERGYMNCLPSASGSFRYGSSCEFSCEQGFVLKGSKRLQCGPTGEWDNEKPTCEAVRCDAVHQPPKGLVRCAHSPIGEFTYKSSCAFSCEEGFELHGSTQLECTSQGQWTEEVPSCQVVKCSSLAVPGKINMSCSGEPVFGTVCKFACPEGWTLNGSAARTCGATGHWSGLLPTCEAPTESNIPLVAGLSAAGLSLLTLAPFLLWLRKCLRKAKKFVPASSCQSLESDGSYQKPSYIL
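material = human umbilical vein endothelial cells (HUVEC), E-selectin induction | quantity = 3,000 cells/well | medium = EGM-2 growth medium on 0.1% gelatin-coated wells | technique = immunofluorescence imaging | read-out basis = % PE-positive cells | control set = TNF-alpha positive control, DMSO neutral control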
Cneo AK release = Cryptococcus neoformans lysis via adenylate kinase release. C. neoformans lysis, adenylate kinase release luminescence, 4 h; normalised: neutral wells 0, clomiphene wells 100. lysis activity, % at 15 µM. 360,000 tested, 0.2% active. AID 651654;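 active means mean lysis activity across replicates of at least 80%, whatever share of replicates individually reach that level; inactive means mean lysis activity below 80%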
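read-out = cell lysis signal | test system = log-phase Cryptococcus neoformans yeast cells | input = cells at 5 × 10^6 per mL | medium = fresh YPD growth medium | signal = luminescent adenylate kinase detection reagent | timing = 4 h at 37 °C static, read 1 h later | dosing = single dose | controls = Clomiphene as positive lysis control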
ERAP1 inh = blocks human ERAP1 aminopeptidase activity; inhibition, % at 10.7 µM; recombinant ERAP1, Leu-AMC fluorescence, 60 min; 340,000 tested, 0.15% active;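 active means mean replicate inhibition of at least 30%, or all replicates individually reaching that 30% level; inactive means mean below 30% and not every replicate reaching it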;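 further: 0% = neutral control wells and 100% = L-leucinethiol positive control wells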
RAD54 inh = blocks human RAD54 Holliday junction branch migration; FAM/BHQ fluorescence; 360,000 tested, 0.14% active; inhibition, % at 10.4 µM;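 active means mean normalized replicate activity at least 40 and at least half of replicates scoring 40 or more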;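 further: 0% = median of neutral control wells and 100% = median of positive control wells; inhibitors cause a drop in the FAM fluorescence signal; in these data hits start at about 50%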
The depositor's hits bear a star; . = not tested or not shown; & = joins results of further samples; [ ] = another dose, or the depositor's remark. Random draw from the library; 1.4% or so of the library scored in one or more.

Codes: A = PGC1a acetyl inh; B = PglD inh; C = RAD52 anneal inh; D = miR-122 sensor; E = E-sel inducer; F = Cneo AK release; G = ERAP1 inh; H = RAD54 inh
1: CC12CCC(=O)N1C(C(=O)NNC(=O)c1ccc(Cl)cc1)CS2 (stereo not given)
  A: 1; B: 3; C: 2; D: -1; E: -0.5; F: 15; G: 2; H: -7

2: COC(=O)c1cccc(NC(=O)Cn2cnc3c2c(=O)n(C)c(=O)n3C)c1
  A: 2; B: -6; C: .; D: -7; E: .; F: -1; G: .; H: 0

3: O=S(=O)(c1ccc2ccccc2c1)N1CCN(CCO)CC1
  A: -7; B: 1; C: -3; D: -4; E: 0.2; F: 3; G: -1; H: 7

4: COc1ccccc1-c1cc(C(=O)Nc2c(F)cc(F)cc2Br)no1
  A: -2; B: -1; C: .; D: 2; E: .; F: -4; G: .; H: -2

5: COc1ccc(OCCCC(=O)Nc2nccs2)cc1
  A: 3; B: -10; C: -18; D: -8; E: 0.0; F: 2; G: .; H: 3

6: O=C(COc1ccc2c(-c3ccccc3)cc(=O)oc2c1)NCCCn1ccnc1
  A: -30; B: 0; C: -1; D: -3; E: .; F: 2; G: -3; H: 12

7: O=C(c1cnccn1)N1CC(=O)N2[C@@H](CO)[C@@H](c3ccc(C#CCC4CCCC4)cc3)[C@@H]2C1
  A: -7; B: .; C: -20; D: .; E: 0.5; F: .; G: 2; H: .

8: COP(=O)(OC)C(Nc1ccc(C)cc1)c1ccc(Br)cc1 (stereo not given)
  A: 0; B: 4; C: -13; D: 3; E: .; F: 2; G: -3; H: 3

9: O=C1c2ccc([N+](=O)[O-])cc2C(=O)N1Cc1cccnc1
  A: 4; B: 6; C: -7; D: -6; E: -0.2; F: -1; G: 0; H: -3

10: CC(=O)Nc1ccc(NC(=O)C(C)OC(=O)C2(c3ccc(F)cc3)CCCC2)cc1 (stereo not given)
  A: 7; B: -1; C: -12; D: -10; E: .; F: 5; G: -2; H: -1

11: CCCn1c(SCC(=O)N2c3ccccc3CCc3ccccc32)nc2c1c(=O)n(C)c(=O)n2C
  A: 1; B: 1; C: .; D: -18; E: .; F: 1; G: .; H: -1

12: O=C(/C=C/Nc1ccc(F)c(Cl)c1)c1ccco1
  A: 5; B: 1; C: .; D: 1; E: .; F: -2; G: .; H: 1

13: C=CCOc1ccc(Br)cc1CNCCCN1CCOCC1
  A: -1; B: -3; C: 45; D: -1; E: .; F: -1; G: 12; H: 6

14: O=C(COC(=O)C1CC2CCCC(C1)C2=O)NNC(=O)c1ccccc1F (stereo not given)
  A: 4; B: -8; C: -8; D: -2; E: 3.1; F: 4; G: -1; H: -4

15: COc1ccc2c(c1)C=CC1(O2)N(CCO)c2ccccc2C1(C)C (stereo not given)
  A: 0; B: -1; C: .; D: -5; E: .; F: 11; G: .; H: 3

16: COC(=O)c1ccc(NC(=O)C[n+]2ccccc2C)cc1
  A: 4; B: 2; C: -5; D: 1; E: .; F: -2; G: -3; H: -2

17: CC(=O)N1CC(=O)N2[C@H](CO)[C@@H](c3ccc(-c4cccc(C(=O)N(C)C)c4)cc3)[C@H]2C1
  A: -8; B: .; C: 0; D: .; E: -0.2; F: .; G: -1; H: .

18: CS(=O)(=O)N1[C@@H]2c3ccc(C4=CCCCC4)c(=O)n3C[C@H]1[C@H](CO)[C@H]2C(=O)N1CCOCC1
  A: .; B: 1; C: 0; D: 29[16.7 µM]; E: 0.1; F: 4; G: 1; H: 2

19: Cc1ccc(C)c2[nH]c(=O)c(CN(CC3CCCO3)C(=S)NCc3ccco3)cc12 (stereo not given)
  A: 1; B: .; C: -63; D: 11; E: .; F: .; G: 2; H: .

20: O=S1(=O)C=C(Oc2ccc(F)cc2)c2ccccc21
  A: 10; B: -3; C: .; D: 9; E: .; F: -1; G: .; H: -4

21: CO[C@H]1CN(C)C(=O)c2cc(NC(=O)c3nc4ccccc4s3)ccc2OC[C@@H](C)N(Cc2cccnc2)C[C@@H]1C
  A: 2; B: 1; C: 13; D: .; E: 0.0; F: 1; G: 1; H: -21

22: COc1ccc2c3c([nH]c2c1)[C@@H](CO)NCC31CN(Cc2cc(F)ccc2F)C1
  A: -6; B: .; C: -5; D: .; E: -0.1; F: .; G: -11; H: .

23: COc1ccc(-c2ccccc2[C@H]2[C@@H](C#N)N(C(=O)C3CC3)[C@@H]2CO)cc1
  A: 8; B: .; C: 14; D: .; E: 0.0; F: .; G: 4; H: .

24: COc1cc(C(=O)COC(=O)Cc2cnc3sccn23)cc(OC)c1OC
  A: -2; B: -7; C: -5; D: -1; E: .; F: 1; G: 4; H: -6

25: Cc1ccc(NS(=O)(=O)c2cc(NC(=O)c3cc(=O)[nH]c(=O)[nH]3)ccc2Cl)c(C)c1
  A: 1; B: 1; C: -10; D: 60; E: 3.2; F: 0; G: 1; H: 5

26: CC(C)N=C(N)N=C(N)Nc1ccc(Cl)cc1
  A: -37; B: 1; C: -10; D: -15; E: 0.0; F: 2; G: 2; H: 7

27: CC(=O)NC[C@H]1[C@H](c2ccccc2)[C@H](CO)N1C(=O)Cc1cccnc1
  A: -10; B: 36; C: -9; D: 7[16.7 µM]; E: 0.1; F: 1; G: 1; H: 2

28: O=C(NCc1ccc2c(c1)OCO2)c1cc(Cl)ccc1Cl
  A: 2; B: -10; C: -7; D: 4; E: -0.1; F: -15; G: 1; H: 4

29: O=C(O)c1ccc(/C=N/N2CCN(C3c4ccccc4-c4ccccc43)CC2)cc1
  A: 0; B: 0; C: -17; D: -1; E: 0.3; F: 2; G: 2; H: 3

30: CC(=O)N1CC(C)Sc2ccc(S(=O)(=O)NCc3ccccc3Cl)cc21 (stereo not given)
  A: 3; B: -4; C: -2; D: .; E: .; F: 15; G: 3; H: 1

31: COc1ccc(/C(C)=N/NC(=O)c2cc(-c3cccnc3)nc3ccccc23)cc1
  A: 24; B: 3; C: -6; D: -1; E: .; F: -3; G: 0; H: -17

32: O=c1c2ccccc2nc(-c2ccoc2)n1CCc1ccccc1
  A: -5; B: -2; C: .; D: 1; E: .; F: -3; G: .; H: -5

33: O=C(NCC[C@H]1CC[C@@H](NS(=O)(=O)Cc2ccccc2)[C@H](CO)O1)C1CCCC1
  A: 6; B: -1; C: -9; D: -9[16.7 µM]; E: -0.1; F: -4; G: 0; H: -3

34: Cn1c(C=O)c(C#Cc2ccccc2)c2ccccc21
  A: 13; B: -5; C: -194; D: 3; E: .; F: 5; G: 0; H: 3

35: CCCC1=Nc2cc(C(=O)NCCCN3CCN(C)CC3)ccc2Sc2ccccc21
  A: -9; B: -2; C: 47; D: -4; E: .; F: 0; G: 0; H: 2

36: COc1ccccc1NC(=O)N(C)C[C@@H]1OCc2ccccc2-c2ccccc2C(=O)N([C@H](C)CO)C[C@H]1C
  A: 4; B: 2; C: 7; D: .; E: -0.1; F: -4; G: 2; H: -5

37: Cc1ccccc1NC(=O)NCCCN1CCCC1
  A: -9; B: 2; C: .; D: -3; E: .; F: 2; G: .; H: 7

38: C[C@H](CO)N1C[C@H](C)[C@@H](CN(C)C(=O)Nc2ccccc2)OCCCC[C@H](C)Oc2ccc(NC(=O)c3ccccc3)cc2C1=O
  A: -7; B: -2; C: -23; D: 3[16.7 µM]; E: .; F: -1; G: 1; H: 0

39: COc1cccc(-c2ccc(C3[C@H]4CNC[C@@H]3N4C(=O)Nc3cc(F)ccc3F)cc2)c1 (stereo not given in full)
  A: -2&5; B: .; C: 35&15; D: .; E: 0.0&0.0; F: .; G: 0&3; H: .

40: CC1CC(C)CN(C(=O)C2CC(=O)N(c3ccc4c(c3)OCCO4)C2)C1 (stereo not given)
  A: -2; B: -9; C: -4; D: 0; E: 24; F: 0; G: -2; H: 2

41: NC(c1csc(NC(=O)Nc2cccc(Cl)c2)n1)C1CCCCC1 (stereo not given)
  A: -5; B: 6; C: -122; D: -2; E: -0.3; F: 0; G: 8; H: -9

42: COc1ccc(NC(=O)N(C)C[C@H]2Oc3ccc(NC(=O)CCC(F)(F)F)cc3CC(=O)N([C@@H](C)CO)C[C@H]2C)cc1
  A: 12; B: -1; C: 7; D: -1[16.7 µM]; E: -0.1; F: -1; G: 5; H: -10

43: Cc1cc(C)n2cnnc2n1
  A: 1; B: 3; C: -6; D: -3; E: .; F: -2; G: .; H: -2

44: CN(C)CCCNC(=O)C[C@H]1CC[C@@H](NC(=O)c2ccccc2F)[C@H](CO)O1
  A: 4; B: 0; C: 2; D: .; E: -0.6; F: -5; G: 1; H: -1

45: Cc1noc(C)c1COC(=O)c1cc2c(C)nn(-c3ccc(F)cc3)c2s1
  A: 15; B: 3; C: .; D: 1; E: .; F: -1; G: .; H: -4

46: COc1ccccc1-c1cn(CC[C@H]2CC[C@@H](NC(=O)C3CCC3)[C@H](CO)O2)nn1
  A: -11; B: 1; C: 7; D: 6[16.7 µM]; E: -0.2; F: -3; G: -2; H: 7

47: C[C@@H](NC(=O)C[C@@H]1CC[C@@H]2[C@H](COC[C@@H](O)CN2C(=O)Nc2cccc(Cl)c2)O1)c1ccccc1
  A: 4; B: -5; C: .; D: -9[16.7 µM]; E: 0.0; F: -8; G: .; H: 2

48: S=C(c1nc2ccccc2[nH]1)N1CCOCC1
  A: 3; B: 2; C: .; D: 1; E: .; F: 12; G: .; H: 4

49: COc1ccc(S(=O)(=O)Nc2ccc3c(c2)C(=O)N([C@@H](C)CO)C[C@H](C)[C@@H](CN(C)S(=O)(=O)c2ccc(Cl)cc2)OCCCC[C@H](C)O3)cc1
  A: 5; B: -1; C: 11; D: 8[16.7 µM]; E: 0.1; F: -11; G: -1; H: 5

50: COc1cc(Cl)cc(/C=C/c2ccc3ccccc3n2)c1OC(C)=O
  A: 8; B: 1; C: .; D: 3; E: 2.3; F: 0; G: .; H: 9

(listing goes on)
Codes: A = PGC1a acetyl inh; B = PglD inh; C = RAD52 anneal inh; D = miR-122 sensor; E = E-sel inducer; F = Cneo AK release; G = ERAP1 inh; H = RAD54 inh
51: O=C(O)C1CCC(C(=O)O)SS1 (stereo not given)
  A: 7; B: -5; C: -3; D: .; E: 3.5; F: -4; G: -1; H: -2

52: CC(/C=C/c1ccc2c(c1)OCO2)=N\NC(=O)C(O)c1ccccc1 (stereo not given)
  A: -10; B: -2; C: -9; D: .; E: .; F: 3; G: 2; H: -1

53: COc1ccc([N+](=O)[O-])cc1CSc1ccccn1
  A: -7; B: -5; C: -8; D: 7; E: 0.0; F: 1; G: 3; H: -3

54: CCOC(=O)c1nc(N)sc1C(=O)OCC
  A: 16; B: 7; C: .; D: -1; E: .; F: 0; G: .; H: 6

55: CC1(C(=O)OCC(=O)NCCNC(=O)COC(=O)C2(C)CC2(Cl)Cl)CC1(Cl)Cl (stereo not given)
  A: .; B: -2; C: -11; D: .; E: 0.0; F: -1; G: 2; H: 1

Entries of single compounds as entered above. Values in the order: PGC1a acetyl inh	PglD inh	RAD52 anneal inh	miR-122 sensor	E-sel inducer	Cneo AK release	ERAP1 inh	RAD54 inh
CCOC(=O)c1nc(N)sc1C(=O)OCC in the list: 16	7	.	-1	.	0	.	6
O=C(O)C1CCC(C(=O)O)SS1 (stereo not given) in the list: 7	-5	-3	.	3.5	-4	-1	-2
CC(/C=C/c1ccc2c(c1)OCO2)=N\NC(=O)C(O)c1ccccc1 (stereo not given) in the list: -10	-2	-9	.	.	3	2	-1
